# TPT1 inhibitor – C. albicans TPT1 enzyme inhibition | actives 0.81% (n = 300,000) | recombinant caTPT1, FP RNA substrate dephosphorylation | inhibition, % at 5 µM;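 active means inhibition above the mean of all tested compounds plus 3 SD, set per screening campaign, cut at about 24% in these data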;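 further: plate controls were DMSO alone for no effect and ferristatin control at 100 nM for full effect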
# AHR act – human AHR activation; activation, % at 5 µM; AHR-responsive luciferase reporter cells, luminescence; actives 2.5% (n = 320,000); P35869; AID 2796; in the data active means activation above about 47%;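 further: 0% = vehicle wells and 100% = reference agonist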
# PAFAH2 inh – inhibitors of human PAFAH2 | Q99487 | recombinant PAFAH2, FP-rhodamine activity probe, fluorescence polarization | inhibition, % at 3.39 µM | actives 0.99% (n = 340,000) | AID 492956;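 active means inhibition above the mean over all tested compounds plus 3 SD, cut at about 30% in these data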;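 further: inhibitors block probe labeling of enzyme so polarization drops; 0% = enzyme with DMSO and 100% = wells lacking PAFAH2 protein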
# procasp3 activ – activators of human procaspase-3; P42574; recombinant procaspase-3 D3A, Ac-DEVD-pNA absorbance 405 nm; activation, % at 8.5 µM; actives 0.11% (n = 330,000);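 active means activation above the mean of all tested compounds plus 3 SD, cut at about 21% in these data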;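 further: 0% = DMSO alone and 100% = DMSO wells spiked with extra 5 µM PC-3 D3A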
# Target sequence (P42574 whole entry D9A/D28A/D175A): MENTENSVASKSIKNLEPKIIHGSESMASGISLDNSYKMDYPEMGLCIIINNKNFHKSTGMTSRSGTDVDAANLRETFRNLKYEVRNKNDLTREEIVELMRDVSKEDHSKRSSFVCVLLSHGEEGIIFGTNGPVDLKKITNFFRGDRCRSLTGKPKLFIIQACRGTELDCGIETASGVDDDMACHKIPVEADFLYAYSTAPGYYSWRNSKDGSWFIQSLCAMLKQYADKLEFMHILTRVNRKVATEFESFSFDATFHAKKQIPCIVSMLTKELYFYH
#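 System: Procaspase-3 D3A mutant. Medium: Zinc-free 300 mM NaCl, 50 mM HEPES, 0.01% Triton X-100. Schedule: 1 h preincubation plus 2 h reaction at 25 °C. Measured by: 405 nm absorbance of p-nitroaniline, reads at 0 and 120 min. Read-out: percent activation relative to control range.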
# procasp7 counter – counter-screen: procaspase-7 (human) activation. P55210. recombinant procaspase-7, Ac-DEVD-pNA absorbance 405 nm; D23A/D198A/D206A triple mutant, cannot self-cleave; scale: DMSO 0, 5 µM enzyme 100. activation, % at 8.5 µM. actives 0.093% (n = 330,000). AID 463210;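 active means percent activation above the screen-wide mean plus 3 SD, cut at about 25% in these data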
# Target sequence (P55210 whole entry D23A/D198A/D206A): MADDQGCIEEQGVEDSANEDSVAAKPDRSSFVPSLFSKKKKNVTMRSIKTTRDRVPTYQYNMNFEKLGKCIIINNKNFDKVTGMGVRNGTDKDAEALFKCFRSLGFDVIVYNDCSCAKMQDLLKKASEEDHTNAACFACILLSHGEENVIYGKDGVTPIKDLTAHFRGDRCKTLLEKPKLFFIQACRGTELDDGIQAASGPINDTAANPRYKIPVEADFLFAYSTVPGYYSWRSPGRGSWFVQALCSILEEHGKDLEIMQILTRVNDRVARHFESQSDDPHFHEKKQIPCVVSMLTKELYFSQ
#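 signal = Epi-absorbance of released pNA at 405 nm, two timepoints | assay system = Uncleavable procaspase-7 mutant enzyme | reagent = Ac-DEVD-pNA substrate, 400 µM as added | times = 1 h enzyme–compound preincubation and 2 h substrate reaction, both 25 °C | benchmarks = low DMSO alone, high DMSO plus 5 µM PC-7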
# HCV core dimer – HCV core protein dimerization inhibition | TR-FRET GST/Flag-core106 dimerization, 1536-well | actives 0.33% (n = 300,000) | inhibition, % at 5 µM;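 active means inhibition above the mean of all tested compounds plus 3 SD, set per screening campaign, cut at about 45% in these data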
#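 Assay system: GST-tagged and Flag-tagged HCV core protein residues 1-106 / Times: compound-protein-antibody incubation 4 h at 22.5 °C / Signal: time-resolved FRET, ex 340 nm, em 617 and 671 nm / Evaluation: % inhibition based on acceptor/donor emission ratio / Benchmarks: wells lacking GST-core106 and wells with excess unlabelled core106 / Repeats: singlicate, one well per compound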
# Fh CTSL1 inh – counter-screen for PFM18AAP inhibitors: inhibitors of F. hepatica cathepsin L1. actives 0.49% (n = 300,000). recombinant F. hepatica cathepsin L1, Z-Leu-Arg-MCA fluorescence. inhibition, % at 5.96 µM;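 active means inhibition above the mean of all tested compounds plus 3 SD, set per screening campaign, cut at about 17% in these data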;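 further: 0% = plate median of test compound wells and 100% = 1 µM Z-Phe-Ala-diazomethylketone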
# PP1 inh – counter-screen for PP5 inhibitors: inhibitors of human PP1-alpha | P62136 | purified PP1alpha, OMFP fluorescence | inhibition, % at 6.7 µM | actives 0.9% (n = 320,000) | AID 2235;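 active means inhibition above the mean inhibition of all tested compounds plus 3 SD, computed separately for each screening campaign, cut at about 15% in these data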
# Target sequence (P62136 whole entry, looked up): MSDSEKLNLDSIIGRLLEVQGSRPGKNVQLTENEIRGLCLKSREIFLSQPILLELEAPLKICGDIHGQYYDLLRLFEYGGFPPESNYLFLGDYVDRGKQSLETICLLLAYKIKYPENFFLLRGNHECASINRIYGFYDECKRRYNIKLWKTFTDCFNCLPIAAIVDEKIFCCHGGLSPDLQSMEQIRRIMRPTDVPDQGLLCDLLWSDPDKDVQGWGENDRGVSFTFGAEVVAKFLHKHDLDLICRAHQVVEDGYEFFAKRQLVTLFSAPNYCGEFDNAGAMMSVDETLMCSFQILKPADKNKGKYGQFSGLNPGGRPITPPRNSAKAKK
# PP5 inh – PP5 (human) phosphatase inhibition | inhibition, % at 6.7 µM | actives 0.18% (n = 320,000) | purified PP5c, OMFP substrate fluorescence | P53041;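 active means inhibition above the campaign's mean inhibition across all tested compounds plus 3 SD, cut at about 9.5% in these data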;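 further: 0% = DMSO only and 100% = 100 µM cantharidin control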
# * = called active by the depositor; · = no result given.
SMILES	TPT1 inhibitor	AHR act	PAFAH2 inh	procasp3 activ	procasp7 counter	HCV core dimer	Fh CTSL1 inh	PP1 inh	PP5 inh
O=C(c1ccc(Cl)c(Cl)c1)N1CCOCC1	-0.3	0.2	-3.7	6.4	10.1	0.6	-3.5	4.3	-2.2
CCC(Sc1nc2cc(OC)c(OC)cc2c(=O)n1CCc1ccc(S(N)(=O)=O)cc1)C(=O)NCCOC (stereo not given)	-1.8	1.3	-0.1	8.9	-2.2	-4.3	1.0	-0.7	1.3
O=C(O)COc1ccccc1/C=N/NC(=O)CSc1nc2ccccc2c(=O)n1-c1ccc(Cl)cc1	-3.9	2.9	-0.4	-6.3	1.0	18.7	-0.9	9.8	-0.6
O=C(Cn1cc2c(n1)CCCC2)NCc1cccc(Cl)c1	-0.6	2.8	2.2	1.2	3.6	-2.5	-1.0	-8.0	2.2
COc1ccc(OC)c(N(CC(=O)Nc2ccccc2F)S(=O)(=O)c2ccccc2)c1	2.2	28.0	2.3	-7.8	5.1	-4.0	6.3	-1.3	1.1
O=C(CN1C(=O)CCC1=O)Nc1ccc(S(=O)(=O)N2CCOCC2)cc1	-1.3	1.3	3.7	-3.1	9.8	6.3	-0.2	-3.0	-1.0
COc1ccc(-c2cc(C(F)(F)F)nc(SCC(=O)NCc3ccco3)n2)cc1OC	3.4	5.9	-8.5	-3.7	4.9	4.2	1.0	-2.6	0.8
COc1ccc(C(=O)NC2CC2)cc1OC1CCN(Cc2ccc(SC)cc2)CC1	-0.8	0.2	9.1	-4.2	4.1	3.4	0.5	-3.8	0.3
CC(=O)Cc1nsc(NC(=O)c2c(-c3ccccc3Cl)noc2C)n1	-0.4	0.8	-5.7	6.8	-6.8	-5.9	-0.7	-2.7	-1.9
CCCC(=O)Nc1sc(Cc2ccccc2)c(C)c1C(N)=O	1.6	5.2	7.3	-10.6	-25.5	-0.6	7.0	0.2	-0.3
CCCN(CCC)CCNC(=O)C1CCN(Cc2nc(-c3ccc(Cl)cc3)oc2C)CC1	-1.1	-4.0	-4.8	8.0	4.4	-7.8	-2.9	-2.6	0.5
O=C(Nc1ccc(S(=O)(=O)NCc2ccco2)cc1)C1CCCCC1	2.6	6.2	1.9	-7.9	-1.7	1.9	4.0	6.9	2.2
COc1cc(C(=O)OCC2CC(c3ccccc3)=NO2)cc(OC)c1OC (stereo not given)	0.5	4.5	-0.6	-1.2	-4.0	2.8	-3.3	0.5	2.5
CCN1CCN(CCOc2cccc(Oc3ccccc3)c2)CC1	-2.0	1.6	6.5	-5.0	4.3	-6.4	-2.5	-8.0	-1.5
CCOc1ccc(-c2nnc(N)o2)cc1	-5.7	20.1	4.8	13.4	-5.1	-13.8	4.4	0.2	1.6
O=C(c1cc(-c2ccc(Br)cc2)n[nH]1)N1CCN(C(=O)c2ccccc2Br)CC1	-3.5	7.8	-2.4	6.2	-0.5	-9.2	2.9	1.7	3.7
O=C1CCN(Cc2ccccc2)S(=O)(=O)c2c(F)cc(F)cc21	·	-0.1	1.5	-1.9	13.2	·	·	1.4	-0.5
O=C(COC(=O)c1ccccc1NCCO)NNC(=O)c1cccs1	-2.6	2.7	0.2	-7.2	3.6	-3.0	-19.6	-3.8	0.0
O=C(c1ccc(C#CC2(O)CCCCC2)cc1)N1CCN(C(c2ccccc2)c2ccccc2)CC1	-5.8	0.6	1.4	3.1	8.0	53.4*	3.5	8.3	4.7
CN1CCCN(C(=O)CNC(=O)c2ccc(Cl)cc2Cl)CC1	·	-0.9	-2.8	-1.1	12.6	·	·	·	·
O=c1cc(N2CCCCC2)nc2n1CCCS2	-2.7	2.2	-2.5	-5.1	-4.9	-0.7	1.7	-3.2	0.0
Cn1cnc2c1c(=O)n(Cc1ccc(Cl)cc1Cl)c(=O)n2C	-2.5	-0.1	8.3	-3.2	8.7	5.0	4.1	-2.3	1.2
Cc1csc(NC(=O)CSc2nnnn2C)n1	-0.1	12.4	-3.2	-8.6	-5.2	-3.8	-1.3	-5.4	2.7
CCN(CC)CCN1C(=O)c2ccccc2NC1c1ccc(F)cc1 (stereo not given)	-2.4	4.6	1.0	-2.1	-0.9	-9.7	-1.0	-3.1	1.4
Cc1ccc2ncnc(Oc3ncccc3NC(=O)C(C)(C)C)c2c1	1.0	2.5	4.7	3.8	3.2	0.2	2.2	-10.0	-0.5
CC(=O)c1cccc(NC(=O)c2ccccc2N(C)S(=O)(=O)c2ccc(C)cc2)c1	-2.5	4.6	2.7	-6.2	6.3	-2.7	1.5	-3.7	0.3
O=C1N[C@H](Cc2ccccc2)COC(=O)[C@H](Cc2ccc(F)cc2)CC/C=C/C[C@@H]1CC(=O)N(CCO)Cc1ccccc1	·	0.2	5.2	2.5	2.3	·	·	·	·
COc1ccc(/C=N\NC(=O)c2ccccc2)cc1COc1ccccc1	-1.6	11.5	-5.3	-13.0	0.1	5.7	2.9	-1.9	0.4
Cn1cc(C(=O)OCC2CCN(CCNS(C)(=O)=O)CC2)c2ccccc21	-0.5	0.2	-2.3	0.9	-1.3	-0.6	2.7	-2.5	0.8
COc1ccc2cc(-c3cc(C(=O)OCC(=O)NC4CCS(=O)(=O)C4)c4ccccc4n3)ccc2c1 (stereo not given)	2.6	-2.5	3.8	9.0	16.6	7.2	-0.6	1.0	-1.1
O=C(NCC1CCCO1)C1CCCN1C(=O)Nc1ccc(Cl)c(Cl)c1 (stereo not given)	0.7	-1.6	2.2	-2.5	-0.9	0.2	0.2	-3.5	-0.1
Cc1nn(CC(=O)N2CCN(C)CC2)c(=O)c2c1sc1ccccc12	-0.5	2.8	2.1	6.7	3.7	-17.0	2.4	1.2	1.1
Cc1cc(C)c2c(SC(C)C)nc(N)nc2n1	-1.0	12.1	-6.5	-2.8	5.1	0.4	-0.6	1.6	2.4
COc1cccc(OCCNCc2ccccc2)c1	5.7	3.2	1.4	1.9	6.6	-2.6	-1.4	-2.0	-1.0
O=C1N[C@@H](Cc2ccccc2)COC(=O)[C@H](Cc2ccc(F)cc2)CC/C=C/C[C@H]1CC(=O)N(CCO)Cc1ccccc1	·	-2.4	2.9	1.8	-0.4	·	·	·	·
COc1cc(NS(=O)(=O)c2csc(C(N)=O)c2)cc(OC)c1	0.4	0.1	7.6	-1.0	-4.4	8.1	-3.0	-2.3	-0.4
COc1ccccc1NC(=O)Nc1ccc(C(N)=O)cc1	-4.2	19.6	-1.4	2.0	0.9	4.9	-4.2	0.6	2.0
COc1ccc(C2=NOC(C(=O)Nc3cccnc3Cl)C2)cc1 (stereo not given)	-2.2	-3.3	3.6	-0.2	-0.3	2.6	-0.8	-3.0	0.1
O=C(NC(=S)NNC(=O)c1ccccc1O)c1cccc([N+](=O)[O-])c1	-4.3	-1.0	42.0*	2.8	-8.6	5.6	5.1	1.2	-0.5
CCS(=O)(=O)Nc1cccc(C2=NN(S(=O)(=O)CC)C(c3cccs3)C2)c1 (stereo not given)	-1.5	0.7	1.6	-1.6	-6.7	-3.3	1.4	1.4	-2.5
CCC(C)c1ccc(OCC(=O)NNC(=O)C2CCCCC2)cc1 (stereo not given)	4.2	7.2	6.7	4.9	-0.9	3.3	0.7	1.1	2.8
CN1c2ccccc2C(C)(C)C12CCCC(=O)N2 (stereo not given)	4.2	3.0	0.1	-8.6	9.9	-1.5	-1.1	-1.7	-1.0
O=c1cc(CSc2nnc(COc3ccc(Cl)cc3)o2)c2ccccc2[nH]1	-4.2	27.1	-2.6	2.6	13.8	-0.5	-1.4	-0.3	2.1
COc1ccc([C@@H]2[C@@H]3C(=O)N(C(C)(C)C)C(=O)[C@@H]3[C@]3(CC(C)C)C(=O)N(c4ccc(C(F)(F)F)cc4)C(=O)N23)cc1	-2.3	2.1	-10.4	4.1	6.8	14.2	-3.4	2.5	0.7
COc1ccc(CCNC(=O)C2CC(c3cc(C(F)(F)F)cc(C(F)(F)F)c3)=NO2)cc1 (stereo not given)	-2.5	1.2	3.9	-1.4	-1.4	10.7	4.0	1.4	5.0
CCCCNC(=O)n1c(=O)oc2ccc(Cl)cc21	-2.3	1.5	-1.3	11.1	7.3	-1.2	-0.2	-3.2	-3.1
COc1cc(/C=C/c2ccc3cccc([N+](=O)[O-])c3n2)ccc1OCC#N	-3.1	39.3	-4.8	3.0	-1.0	-6.8	0.5	0.7	2.8
O=C(CN1C(=O)NC2(CCCC2)C1=O)Nc1cc(Cl)ccc1N1CCCCC1	-3.7	6.8	-2.9	2.8	13.3	1.5	-1.5	0.0	1.2
CC(C)(C)N(NC(=O)c1ccccc1)C(=O)c1cccc(C(=O)N(NC(=O)c2ccccc2)C(C)(C)C)c1	-3.4	-1.0	7.4	-5.4	10.3	-0.3	-3.4	2.1	0.8
COc1ccc(Cl)cc1S(=O)(=O)N1CCCC1	0.1	-1.8	3.2	-0.6	5.3	-0.7	-2.0	-2.0	3.3
O=c1c2ccccc2ncn1-c1ccc(Cl)c(Cl)c1	0.4	6.5	2.2	1.6	-2.7	-4.6	0.7	-2.6	0.9
Cc1cc(C(=O)NC2CCCCCC2)c2ccccc2n1	·	5.4	-0.9	-4.6	6.3	·	·	·	·
Cc1cc(=O)n(CC(C)C)c(O)c1C#N	-1.5	3.4	0.7	-3.0	-3.2	1.6	0.6	-3.0	-0.9
CN(CC(=O)Nc1ccc(N2CCOCC2)cc1)C(=O)C12CC3CC(CC(C3)C1)C2	1.7	6.4	-2.6	0.1	-1.3	-4.6	-1.9	-8.0	-0.1
CCN(C(=O)COC(=O)c1ccc2c(c1)OCO2)c1ccc(F)cc1	·	1.6	13.8	-0.6	5.0	·	·	·	·
Cc1ccc(S(=O)(=O)N/N=C\c2ccc3c(c2)OCO3)c(C)c1	-2.0	0.5	3.1	2.0	-3.4	1.2	4.8	-3.0	0.4
NNC(=O)c1nnn(-c2nonc2N)c1CN1CCCC1	-5.5	-1.4	-1.3	8.1	4.1	-12.9	1.9	2.8	4.3

# Three records picked at random from the list so far, as already listed:
SMILES	TPT1 inhibitor	AHR act	PAFAH2 inh	procasp3 activ	procasp7 counter	HCV core dimer	Fh CTSL1 inh	PP1 inh	PP5 inh
CN1c2ccccc2C(C)(C)C12CCCC(=O)N2 (stereo not given)	4.2	3.0	0.1	-8.6	9.9	-1.5	-1.1	-1.7	-1.0
NNC(=O)c1nnn(-c2nonc2N)c1CN1CCCC1	-5.5	-1.4	-1.3	8.1	4.1	-12.9	1.9	2.8	4.3
COc1ccc(Cl)cc1S(=O)(=O)N1CCCC1	0.1	-1.8	3.2	-0.6	5.3	-0.7	-2.0	-2.0	3.3

# Assay outcomes from PubChem BioAssay.
